Assay outcomes (PubChem BioAssay)
FadD28 FP inh: inhibitors of Mycobacterium tuberculosis FadD28 bisubstrate binding | FadD28 bisubstrate probe binding, fluorescence polarization | inhibition, % at 12.5 µM | 360,000 compounds, 0.22% hits | AID 588549; in the data active = inhibition above about 8.5%, passing the limit was not always enough; inconclusive = no clear call, values can overlap the other calls
PrPC TRFRET: cell surface PrPC inhibition, primary TR-FRET screen | AID 720596 | 370,000 compounds, 0.43% hits | P04156 | TR-FRET read-out | inhibition, % at 13.8 µM; in the data active = inhibition above about 24%; also: 0% = median of the test wells and 100% = reference compound wells
Anthrax LF inh2: inhibitors of Bacillus anthracis lethal factor protease. P15917. multiplex microsphere protease cleavage assay, LF. inhibition, % at 10 µM. 360,000 compounds, 0.12% hits. AID 588501; also: plate controls were buffer without enzyme for full effect and enzyme alone for no effect
Target sequence (P15917 whole entry, looked up): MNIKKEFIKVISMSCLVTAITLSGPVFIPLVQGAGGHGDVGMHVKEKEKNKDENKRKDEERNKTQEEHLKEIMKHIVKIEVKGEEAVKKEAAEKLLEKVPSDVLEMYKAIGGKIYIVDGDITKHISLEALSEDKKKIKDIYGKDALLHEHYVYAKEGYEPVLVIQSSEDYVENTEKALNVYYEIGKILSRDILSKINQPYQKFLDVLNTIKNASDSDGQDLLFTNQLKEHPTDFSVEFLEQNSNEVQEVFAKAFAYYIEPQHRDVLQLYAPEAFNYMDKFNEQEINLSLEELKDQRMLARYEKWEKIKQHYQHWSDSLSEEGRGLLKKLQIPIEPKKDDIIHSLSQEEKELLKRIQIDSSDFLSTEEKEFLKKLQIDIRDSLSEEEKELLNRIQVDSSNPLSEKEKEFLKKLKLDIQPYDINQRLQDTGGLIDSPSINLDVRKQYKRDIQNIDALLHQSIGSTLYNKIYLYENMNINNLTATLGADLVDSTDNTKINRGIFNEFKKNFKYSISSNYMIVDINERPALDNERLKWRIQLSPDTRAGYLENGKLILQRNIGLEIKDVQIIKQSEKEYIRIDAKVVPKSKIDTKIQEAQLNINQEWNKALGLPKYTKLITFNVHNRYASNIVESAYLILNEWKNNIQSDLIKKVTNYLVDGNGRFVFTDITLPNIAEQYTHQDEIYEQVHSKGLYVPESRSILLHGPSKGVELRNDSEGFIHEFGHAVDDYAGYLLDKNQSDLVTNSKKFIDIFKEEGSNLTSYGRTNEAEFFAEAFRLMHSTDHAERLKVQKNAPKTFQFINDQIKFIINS
PfHsp40 rescue: compounds rescuing yeast from Plasmodium falciparum HSP40 toxicity; AID 504582; 340,000 compounds, 0.68% hits; S. cerevisiae expressing PfHsp40, growth rescue, ATP luminescence; growth rescue, % at 12.5 µM; in the data active = growth rescue above about 28%, passing the limit was not always enough; inconclusive = no clear call, values can overlap the other calls;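 also: yeast W303a lacking pdr1 and pdr3 grown in galactose medium; growth measured after three days at 30 °C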
BoNT-A LC inh2: inhibitors of Botulinum neurotoxin A light chain protease | AID 588499 | inhibition, % at 10 µM | 360,000 compounds, 0.17% hits | multiplex microsphere protease substrate cleavage, flow cytometry; also: plate controls were buffer without enzyme for full effect and enzyme alone for no effect
CCHFV vOTU inh: blocks the CCHF virus ovarian tumor domain protease; CCHFV vOTU protease, Pep-AMC fluorescence; inhibition, % at 11.5 µM; 370,000 compounds, 0.55% hits; AID 651958; in the data active = inhibition above about 30%; also: 0% = vehicle wells with enzyme and 100% = no enzyme wells
TcdB inh: blocks C. difficile toxin B glycohydrolase activity | P18177 | TcdB glycohydrolase enzymatic assay, plate reader | inhibition, % at 9.99 µM | 350,000 compounds, 0.24% hits; in the data active = inhibition above about 10%
Y pestis TopoI: Y. pestis Topo-I inhibition via cleavage products. Y. pestis Topo-I cleavage product accumulation, plate reader. activity, % at 10 µM. 360,000 compounds, 0.064% hits; in the data active = activity above about 50%, passing the limit was not always enough; inconclusive = no clear call, values can overlap the other calls; also: inactives centre near 2
BoNT F protease: BoNT F light chain protease inhibition; 360,000 compounds, 0.22% hits; Multiplex microsphere protease cleavage assay, flow cytometry; inhibition, % at 10 µM; AID 588497; in the data active = inhibition above about 35%, passing the limit was not always enough; inconclusive = no clear call, values can overlap the other calls; also: plate controls were buffer without enzyme for full effect and enzyme alone for no effect
Numbers without * were called inactive; ? = inconclusive; · = no result given; & = joins results of further samples. Rule as the data show it, unless noted: active = inhibition above about 30%; inconclusive = no clear call, values can overlap the other calls; inactive = below that. Hits appear at their usual frequency; 2.3% or so of the library scored in one or more.

SMILES	FadD28 FP inh	PrPC TRFRET	Anthrax LF inh2	PfHsp40 rescue	BoNT-A LC inh2	CCHFV vOTU inh	TcdB inh	Y pestis TopoI	BoNT F protease
CCCNC(=O)C1CCN(c2nc(C)cc(C)n2)CC1	1.1	-2	1	5.8	0.7	8	·	-6	9
Cc1ccc(-c2nnc(SCC(=O)NC(=O)Nc3ccc(C)cc3C)n2N)cc1	-0.8	3	1	-1.0	0.0	0	·	1	-2
O=C(Cc1ccc2c(c1)CCCC2)Nc1ccc2ccccc2c1	-2.2	8	1	-0.7	-0.1	15	·	1	-6
O=C(Cc1ccc(O)cc1)N/N=C/c1cccs1	0.1	-6	-5	-0.9	1.0	14	0.7	3	-1
CCc1nc2c(OCc3cccc(Cl)c3)cccn2c1N(C)C(=O)CC(C)C	-3.6	19	6	·	-0.1	10	2.3	22	-6
COc1ccc(S(=O)(=O)N2CCOCC2)cc1NC(=O)CCCOc1ccc(Cl)cc1C	0.4	0	-2	0.1	-0.5	5	1.3	0	-10
Cc1c(C(O)CN2CCN(Cc3ccc4c(c3)OCO4)CC2)c2ccccc2n1C (stereo not given)	-2.2	-8	-7	-0.6	?	-9	1.1	0	-15
CC(C)(C)OC(=O)N[C@@H](COCc1ccccc1)C(=O)N[C@@H](CO)[C@H](O)[C@@H]1C[C@@H]1C(=O)NC1CC1	-1.2	-1	4	-0.2	-0.7	2	0.5	-6	-7
COc1cc(C(=O)Nc2cc3c(cc2N2CCCCC2)n(C)c(=O)n3C)cc(OC)c1OC	2.0	3	·	-2.3	·	13	-0.1	31	·
COc1ccc(Cl)cc1NC(=O)CCNC(=O)OCc1ccccc1	0.5	-3	1	1.5	-0.4	1	0.2	15	1
CCC(=O)C(CCN1CCOCC1)(c1ccccc1)c1ccccc1	-1.3	10	-3	1.5	-0.7	4	-0.8	8	-8
Cc1oc(-c2ccccc2F)nc1CN1CCC(C(=O)NC2CCCCCCC2)CC1	-3.0	·	-1	0.8	1.0	·	·	8	2
Cc1nnc(C)n1/N=C/c1ccc(C(=O)O)cc1	0.6	0	3	-1.4	0.2	-10	0.3	3	1
Cc1ccc2c(CN(C)Cc3ccccc3)cc(=O)oc2c1C	·	1	-7	-1.1	-0.2	-2	1.7	-2	-13
O=C(COC(=O)c1cc(Br)ccc1O)NNC(=O)c1ccc([N+](=O)[O-])cc1	-1.4	-20	2	0.3	-2.0	-5	2.3	-10	1

Part of the list above, set out differently:
Structure,FadD28 FP inh,PrPC TRFRET,Anthrax LF inh2,PfHsp40 rescue,BoNT-A LC inh2,CCHFV vOTU inh,TcdB inh,Y pestis TopoI,BoNT F protease
Cc1ccc2c(CN(C)Cc3ccccc3)cc(=O)oc2c1C,·,1,-7,-1.1,-0.2,-2,1.7,-2,-13
CCCNC(=O)C1CCN(c2nc(C)cc(C)n2)CC1,1.1,-2,1,5.8,0.7,8,·,-6,9

Quoted at random: 5 compounds from above.
SMILES	FadD28 FP inh	PrPC TRFRET	Anthrax LF inh2	PfHsp40 rescue	BoNT-A LC inh2	CCHFV vOTU inh	TcdB inh	Y pestis TopoI	BoNT F protease
COc1cc(C(=O)Nc2cc3c(cc2N2CCCCC2)n(C)c(=O)n3C)cc(OC)c1OC	2.0	3	·	-2.3	·	13	-0.1	31	·
Cc1nnc(C)n1/N=C/c1ccc(C(=O)O)cc1	0.6	0	3	-1.4	0.2	-10	0.3	3	1
Cc1oc(-c2ccccc2F)nc1CN1CCC(C(=O)NC2CCCCCCC2)CC1	-3.0	·	-1	0.8	1.0	·	·	8	2
O=C(COC(=O)c1cc(Br)ccc1O)NNC(=O)c1ccc([N+](=O)[O-])cc1	-1.4	-20	2	0.3	-2.0	-5	2.3	-10	1
COc1ccc(Cl)cc1NC(=O)CCNC(=O)OCc1ccccc1	0.5	-3	1	1.5	-0.4	1	0.2	15	1

The listing continues:
SMILES	FadD28 FP inh	PrPC TRFRET	Anthrax LF inh2	PfHsp40 rescue	BoNT-A LC inh2	CCHFV vOTU inh	TcdB inh	Y pestis TopoI	BoNT F protease
CCOC(=O)c1ccc(NC(=O)CC2NCCNC2=O)cc1 (stereo not given)	-2.3	-2	-4	1.1	0.2	10	·	-4	5
COc1ccc(N2C(=O)NC(=O)/C(=C\c3ccc([N+](=O)[O-])s3)C2=O)cc1	36*	-7	-2	0.1	-1.2	23	0.2	7	-9
COc1cc(C(O)P(=O)(OCC(C)C)OCC(C)C)cc(OC)c1OC (stereo not given)	-1.8	-3	3	-1.2	0.0	16	·	-10	0
CCOC(=O)c1c(-c2ccccc2)oc2ccc(OCC(=O)NNC(=O)CCC(=O)O)cc12	-4.9	3	-5	-0.2	-2.2	-75	0.7	13	10
COc1cc(Cl)c(C)cc1NC(=O)CSc1cc(Cl)ccc1Cl	0.9	6	2	0.2	0.3	6	-0.2	-10	5
COc1ccccc1N=Nc1nc(-c2ccccc2)c(-c2ccccc2)[nH]1	1.5	-14	-3	-0.6	0.3	14	2.0	-6	-25
COc1ccc(-c2nnc(SCC(=O)N(C)C3CCS(=O)(=O)C3)n2C(C)C)cc1 (stereo not given)	-1.5	-7	-7	-0.5	0.0	6	0.6	3	-2
O=C(Cn1cc2c(n1)CCCCC2)NCc1cccs1	-2.2	2	-2	0.9	-0.5	-3	0.0	-7	-1
CCC(=O)Nc1ccc(NC(=O)Cc2ccccc2)cn1	-3.5	3	-1	15	0.1	12	·	-1	3
COc1cc2c(C(=O)N3CCOCC3)c(CSc3ccccc3)n(C)c2cc1Br	-1.7	6	-1	1.5	0.0	5	1.7	-2	-3
COc1ccc(O)c(CN2CCN(CCc3ccccc3)C(CCO)C2)c1 (stereo not given)	-2.0	-14	-5	-1.4	-1.7	-3	-0.9	19	-6
Cc1ccc(C)c(C(=O)OCC(=O)NC(=O)NCc2ccccc2)c1	-0.2	-1	-4	·	0.2	-4	0.7	29	0
Cc1cccc2[nH]c(CCNC(=O)C3CCC(=O)N(CCc4cccc(F)c4)C3)nc12 (stereo not given)	-0.2	3	-4	-0.9	-2.8	-5	0.0	8	-12
CCOCCCNC(=O)C1c2ccccc2C(=O)N2CCc3ccccc3C12 (stereo not given)	-0.3	-5	-2	-0.2	0.9	-11	·	11	0
COc1ccccc1CCC(=O)OCC(=O)Nc1ccc2[nH]c(=O)[nH]c2c1	-1.2	-1	·	3.9	·	8	2.6	0	·

Single entries from the entries so far.
Reading of Cc1ccc(C)c(C(=O)OCC(=O)NC(=O)NCc2ccccc2)c1 under BoNT-A LC inh2: 0.2
Reading of CCOCCCNC(=O)C1c2ccccc2C(=O)N2CCc3ccccc3C12 (stereo not given) under FadD28 FP inh: -0.3
Reading of CCC(=O)Nc1ccc(NC(=O)Cc2ccccc2)cn1 under Y pestis TopoI: -1
Reading of COc1ccc(N2C(=O)NC(=O)/C(=C\c3ccc([N+](=O)[O-])s3)C2=O)cc1 under TcdB inh: 0.2
Reading of COc1cc2c(C(=O)N3CCOCC3)c(CSc3ccccc3)n(C)c2cc1Br under CCHFV vOTU inh: 5
Reading of COc1ccc(O)c(CN2CCN(CCc3ccccc3)C(CCO)C2)c1 (stereo not given) under Anthrax LF inh2: -5

Going on with the list.
SMILES	FadD28 FP inh	PrPC TRFRET	Anthrax LF inh2	PfHsp40 rescue	BoNT-A LC inh2	CCHFV vOTU inh	TcdB inh	Y pestis TopoI	BoNT F protease
COc1ccc(N2CCN(Cc3nc4c(c(=O)n(C)c(=O)n4C)n3Cc3cccc(C)c3)CC2)cc1	-1.9	4	-5	0.1	-1.0	0	0.1	11	-11
O=C(CSc1nnc2c3c4c(sc3ncn12)CCCC4)NCc1ccco1	-2.1	-3	1	0.3	0.2	-6	·	3	-3
COc1ccc(CC(=O)Nc2ccc(S(=O)(=O)N(C)C)cc2)cc1OC	-3.5	-2	-6	-0.1	-0.2	10	·	-1	-11
COCCCNC(=O)c1cc2c(=O)n(C)c3ccccc3c2n1C	-0.6	3	-15	0.3	-1.2	-6	2.1	9	-5
CCOC(=O)c1nnsc1NC(C)=O	-2.7	-4	-1	-0.5	0.2	-1	·	1	4
O=C(c1ccccc1)N1CCc2[nH]nc(-c3ccccc3)c2C1	-4.3	8	-1	0.8	2.9	7	-0.3	-7	8
O=C(Nc1ccccc1)c1ccc(-c2ccccc2C(F)(F)F)o1	-8.4	13	3	20	0.3	16	2.1	16	-5
Cc1ccn(S(=O)(=O)c2ccc(C(C)(C)C)cc2)n1	-3.4	0	-4	-0.4	0.4	1	·	-6	8
Cc1n[nH]c(C)c1CCN	-3.7	4	-5	-0.2	-0.9	4	·	5	-21
Cc1c(C(=O)N(C)CCOc2ccccc2)oc2c(Cl)cccc12	-3.6	-2	-10	3.6	-0.1	1	-1.4	19	-3
N#Cc1c(N2CCNCC2)nc(-c2ccco2)c2c1CCCC2	-2.9	-9	·	-0.3	·	-2	1.5	-1	·
O=C(NCc1nnc(SCc2ccc(F)cc2)n1-c1ccc(F)cc1)C12CC3CC(CC(C3)C1)C2	-3.7	0	-2	2.8	0.4	34*	-0.5	30	0
Cc1ccc([N+](=O)[O-])cc1S(=O)(=O)Nc1ccc(C(=O)NCC2CCCO2)cc1 (stereo not given)	0.1	-7	-9	0.7	-0.5	5	1.4	-2	1
Cc1cc(C(=O)Nc2c(F)cc(F)cc2Br)c(C)o1	-2.0	-3	1	0.8	-3.6	-6	·	9	-6
Cc1ccc(O)c(C(=O)c2cnn(C(=O)COc3ccc(Cl)cc3)c2)c1	-1.2	-4	2	-1.5	-0.7	-6	·	0	-6
Cc1cccc(N2C(=O)N3[C@H]4c5ccccc5OC[C@@H]4[C@@H](c4ccccc4)[C@@]3(C)C2=O)c1	-4.2	2	1	-0.4	-0.8	-3	1.2	2	-2
Cc1ccc(CS(=O)(=O)c2nc3c(c(N(C)C)n2)CCCC3)cc1	-0.4	1	-3	-0.3	-0.5	-1	7.2	8	-3
O=C(O)CC(NC(=O)Cc1ccccc1)c1ccccc1 (stereo not given)	-0.9	-7	-12	-1.7	?	19	2.0	-4	?
COc1ccc(NC(=O)C2CCC(CNc3c(N4CCC(C)CC4)c(=O)c3=O)CC2)cc1OC (stereo not given)	-1.0&-2.4	2&4	-12&-6	1.8&1.3	0.4&0.1	-10&-4	2.2&1.2	17&14	2&-2
COc1ccc(C2(C)NC(=O)N(CC(=O)Nc3ccc(C)cc3Br)C2=O)cc1OC (stereo not given)	-1.3	-6	1	1.1	0.2	2	-0.2	6	6
